GPR7 antagonist: GPR7 receptor antagonists, primary screen, cell-based, fluorescence, single concentration | GPR7-expressing cells, fluorescence antagonist assay | 1.1% of 290,000 active | inhibition, % at 4.4 µM | AID 1861, 2009; in the data active = inhibition above about 16%, passing the limit was not always enough;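 note: cells stimulated with the agonist NPW; 0% = agonist with vehicle and 100% = vehicle without agonist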
OXTR potentiator: human OXTR potentiators, primary screen, fluorescence, CHO-OTR cells, Fluo-8 calcium; Oxytocin receptor (Homo sapiens), P30559; Fluo-8 calcium fluorescence, potentiator mode; 0% = oxytocin EC15, 100% = EC100; activation, % at 3 µM; 0.061% of 320,000 active;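 active = activation above that plate's cutoff, the mean activation of tested compounds plus 3 SD, cut at about 6.6% in these data, passing the limit was not always enough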;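 note: 100% uses oxytocin at 75 nM as the full agonist control; some results filed as inactive read as strong as hits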
Target sequence (P30559 whole entry, looked up): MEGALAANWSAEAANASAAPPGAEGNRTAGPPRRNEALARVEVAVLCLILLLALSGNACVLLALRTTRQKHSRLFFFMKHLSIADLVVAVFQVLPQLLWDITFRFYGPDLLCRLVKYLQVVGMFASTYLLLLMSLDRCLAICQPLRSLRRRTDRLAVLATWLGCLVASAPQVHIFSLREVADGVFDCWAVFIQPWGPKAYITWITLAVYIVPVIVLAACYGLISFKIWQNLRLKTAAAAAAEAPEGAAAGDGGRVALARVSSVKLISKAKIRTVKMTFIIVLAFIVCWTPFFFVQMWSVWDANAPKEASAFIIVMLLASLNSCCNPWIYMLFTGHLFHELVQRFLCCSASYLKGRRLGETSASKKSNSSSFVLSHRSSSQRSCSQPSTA
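System: human OTR in CHO cells / Also added: sub-maximal oxytocin, roughly EC15 / Control set: EC15 oxytocin low, 75 nM oxytocin high / Schedule: 6 min compound pre-incubation at room temperature, 100 s kinetic read / Compound: single-point 3.0 µM / Replication: singlicate / Technique: Fluo-8 calcium dye fluorescence / Read-out basis: % activation of max/min ratio relative to oxytocin controls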
TAAR1 antagonist: human TAAR1 antagonists, primary screen, Fluo-8 calcium fluorescence, CHO RD-HGA16 cells; antagonist; inhibition, % at 3 µM; 1.5% of 360,000 active;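 active = inhibition above a per-plate cutoff, the mean inhibition of test compounds on that plate plus 3 SD, cut at about 49% in these data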;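 note: 0% = DMSO plus EC80 beta-PEA response and 100% = DMSO alone without agonist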
Target sequence (Q96RJ0 whole entry, looked up): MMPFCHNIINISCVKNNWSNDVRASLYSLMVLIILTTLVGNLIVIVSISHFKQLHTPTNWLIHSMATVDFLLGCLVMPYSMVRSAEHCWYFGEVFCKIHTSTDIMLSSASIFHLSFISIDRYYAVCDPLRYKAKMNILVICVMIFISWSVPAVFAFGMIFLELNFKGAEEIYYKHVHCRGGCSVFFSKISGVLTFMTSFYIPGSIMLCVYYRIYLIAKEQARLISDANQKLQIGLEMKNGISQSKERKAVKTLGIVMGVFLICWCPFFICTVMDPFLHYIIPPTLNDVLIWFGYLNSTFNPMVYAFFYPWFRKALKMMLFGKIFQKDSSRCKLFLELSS
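Assay system: CHO-derived RD-HGA16 cells stably expressing human TAAR1 plus Gα16. Timing: 140 s kinetic read after compound, 140 s after agonist. Technique: kinetic Fluo-8 calcium fluorescence measurement. Measure: % inhibition of agonist calcium response.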
OXTR ag: human OXTR agonists, primary screen, fluorescence, CHO-OTR cells, Fluo-8 calcium; Oxytocin receptor (Homo sapiens), P30559; Fluo-8 calcium fluorescence; normalized: DMSO 0%, oxytocin 100%; activation, % at 3 µM; 0.32% of 320,000 active; AID 2435, 2010;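 active = activation above the mean of all tested compounds plus 3 SD, cutoff set per screening run, cut at about 20% in these data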;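 note: peak over basal fluorescence ratio from a 100 s FLIPR kinetic read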
V1R ag counter: agonists of human V1a receptor, primary screen, counter-screen for OXTR agonist project, fluorescence, CHO-V1R cells; Vasopressin V1a receptor (Homo sapiens), P37288; Fluo-8 calcium fluorescence, agonist mode; 0% DMSO, 100% 3 nM vasopressin; activation, % at 3 µM; 0.25% of 320,000 active; AID 2797, 2010;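 active = activation above the mean activation of all tested compounds plus 3 SD, per screening run, cut at about 20% in these data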;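 note: signal is peak over basal fluorescence ratio across a 100 second FLIPR read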
CHO-K1 Ca antag: M1 antagonist counterscreen hit in parental CHO-K1 cells | ATP-induced calcium, Fluo-8 fluorescence | inhibition, % at 3 µM | 0.6% of 360,000 active;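 active = inhibition above a per-plate cutoff, the plate's mean sample inhibition plus 3 SD, cut at about 24% in these data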;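 note: 0% = DMSO plus EC80 ATP and 100% = DMSO alone without ATP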
CHO parental Ca: ATP-evoked calcium signal inhibitors, parental CHO, primary screen, counter-screen for OX1R antagonist project, cell-based, fluorescence, Fluo-8 calcium dye; parental CHO-K1, ATP-induced calcium, Fluo-8 fluorescence; inhibition, % at 5.6 µM; AID 463079, 2010; 0.63% of 330,000 active;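 active = inhibition above that plate's mean sample inhibition plus 3 SD, cut at about 26% in these data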;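 note: 0% = ATP-challenged DMSO wells and 100% = DMSO wells without ATP; some compounds past the cut are filed as inactive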
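Material: Parental CHO cells | Reagent: ATP | Compound dosing: Single nominal dose of 5.6 µM per compound | Detection: Intracellular calcium via Fluo-8 no-wash fluorescent dye | Read-out: % inhibition of ATP-induced calcium mobilization | Benchmarks: Low control ATP plus DMSO, high control DMSO only | Replicates: Singlicate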
M1 PAM parental: nonselective calcium activators in parental CHO-K1 cells, primary screen, counter-screen for M1 PAM project, cell-based, Fluo-8 calcium fluorescence, full deck, 1536-well | ATP EC20; 0% at ATP EC20, 100% at ATP max | activation, % at 3 µM | 0.02% of 360,000 active | AID 602247, 2012;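 active = activation above the run cutoff, the mean activation of all test compounds plus 3 SD, cut at about 40% in these data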;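 note: peak over basal fluorescence ratio in a 140 s read after ATP addition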
CHO-K1 Ca ag: counter-screen for M1 agonists: effect in parental CHO-K1 cells | 0.48% of 360,000 active | Fluo-8 calcium fluorescence; scaled to maximal ATP response, vehicle zero | activation, % at 3 µM; in the data active = activation above about 15%;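 note: untransfected CHO-K1 host cells lacking M1 receptor as counterscreen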
An asterisk follows results filed as active; x = no result given. Outcome played no part in choosing rows. About 3.5% of those tested had a hit in this group.

SMILES	GPR7 antagonist	OXTR potentiator	TAAR1 antagonist	OXTR ag	V1R ag counter	CHO-K1 Ca antag	CHO parental Ca	M1 PAM parental	CHO-K1 Ca ag
COc1ccc(OCCCC(=O)NCCc2ccccc2)cc1	-9	6	-9	-0.9	-0.3	-11	-11	12	0.8
Cc1ccc(C)c(Cn2c(C(=O)OC(C)C)cc3c2ccn3C)c1	-8	-14	-1	-3.0	0.1	-22	-15	7	0.1
CCc1nc2sc3c(c2c(=O)n1CCO)CCC3	-14	0	1	-0.8	-0.5	-7	-8	13	1.0
CC(C)(C)OC(=O)C[C@H]1C/C=C\C[C@@H](CC(=O)N(CCO)Cc2ccccc2)C(=O)N[C@H](C(C)(C)C)COC1=O	x	-4	6	-1.2	-0.5	-3	-24	8	-0.8
C=CCn1c(-c2cccnc2)n[nH]c1=S	-8	-3	2	0.4	0.1	-2	3	9	0.1
CC(C)(C)NC(=S)Nc1cccc(C(F)(F)F)c1	-18	-30	0	5.1	8.2	15	19	-14	7.4
CCCNS(=O)(=O)c1ccc(OCC(=O)Nc2ccc3c(c2)OCCO3)c(C)c1	x	-11	10	0.5	0.4	-1	3	19	1.9
CCc1cccc(NC(=O)COC(=O)c2c(C)nn(-c3ccccc3)c2C)c1	x	x	16	x	x	0	x	8	3.5
O=C(NCC(=O)N1CCOCC1)c1ccc(Br)o1	x	-4	-19	0.1	1.2	-2	-10	5	1.6
Cc1nc2c(OCCOc3ccc(F)cc3)cccn2c1N(C)C(=O)CCC1CCCC1	x	x	26	x	x	-5	x	1	1.8
O=c1c2ccccc2nnn1CSc1nc2ccccc2c(=O)n1CCCO	-6	-8	-24	2.7	3.1	-16	-8	11	4.0
CCn1cc(CNC(=O)C2CCC(=O)N(Cc3ccc(Cl)cc3)C2)cn1 (stereo unspecified)	-20	-5	-19	0.1	-0.1	-1	-16	2	1.5
COc1ccc(N2CCN(C(=O)c3ccc(Cn4c(=S)[nH]c5ccc(N6CCOCC6)cc5c4=O)cc3)CC2)cc1	-9	7	-16	0.5	0.4	-7	-7	17	2.2
COc1ccc(/C=C2\SC(=S)N(CCC(=O)NC3CCCC3)C2=O)cc1OC	-10	-7	-7	-0.7	-0.1	-16	-9	17	0.7
O=C(Cc1ccc(Br)cc1)OCC(=O)N1CCOCC1	x	-8	-4	0.7	-0.5	-7	1	20	0.3
COCCn1c(CN(Cc2ccccc2)Cc2ccccc2)nc2c1c(=O)n(C)c(=O)n2C	-16	7.0*	x	-2.6	-1.8	-15	-23	16	0.8
COc1cc2nc(CSc3nc(-c4ccc(F)cc4)cs3)[nH]c(=O)c2cc1OC	1	-3	20	-1.3	2.6	-10	-16	18	4.4
O=C(CCCN1C(=O)/C(=C\c2cccs2)SC1=S)Nc1cccnc1	-10	-9	5	3.2	8.4	-17	-9	33	2.3
Nc1cc(-c2ccc(Cl)cc2)nn1S(=O)(=O)c1ccccc1	-11	-8	-14	-0.7	-1.6	1	48*	13	0.9
CCN(CC)S(=O)(=O)c1cc(NC(=O)CSc2nc3c(cc2C#N)C(=O)CC(C)(C)C3)ccc1C	-8	-11	4	-0.5	0.8	2	-25	-1	-0.2
Cc1oc(-c2ccccc2)nc1CSc1nc2c(c(=O)[nH]1)CCC2	7	-4	-36	-0.7	0.1	-2	-11	13	-0.7
Cc1ccccc1NC(=O)Cc1nc(CSc2nnc(-c3ccc4c(c3)OCO4)o2)cs1	7	-5	55*	1.2	4.3	-4	-9	11	7.4
O=c1[nH]c(Sc2ccc([N+](=O)[O-])cc2[N+](=O)[O-])nc2ccccc12	x	-2	-32	4.3	5.1	4	-10	-16	2.6
CC(C)CCN(CCC(C)C)C(CO)(CO)CO	7	-11	-16	2.2	1.4	14	3	-3	-0.2
CN(C(=O)c1cccnc1)c1nnc(-c2cnccn2)s1	5	0	-5	-0.3	0.0	2	3	-4	-0.4
C=Cc1ccc(Cn2nc(-c3ccc(C)cc3)ccc2=O)cc1	33	-21	-10	9.2	5.2	12	44*	12	5.1
CC(=O)c1ccc(NC(=O)CSc2nc3ccccc3c(=O)n2CCCN2CCOCC2)cc1	x	-4	-15	2.0	1.2	1	3	-11	1.1
COc1ccc(C)cc1C(=O)CCC(=O)NCCc1ccc(S(N)(=O)=O)cc1	8	-13	-1	-1.2	-0.2	8	-13	-20	0.2
CCN1C(=O)c2cccc3c(S(=O)(=O)NCCc4c[nH]c5ccccc45)ccc1c23	-2	-18	19	9.4	13	3	-18	22	4.5
COc1ccc(OC)c(CCNC(=O)CSc2ccsc2[N+](=O)[O-])c1	0	-10	-10	0.5	2.6	-6	-17	22	3.5
CN(C)c1ccc(NC(=O)COC(=O)c2cc(=O)c3ccccc3o2)cc1	-10	-1	-5	0.6	0.9	-2	-5	-6	-0.2
CC(Sc1nc(C(F)(F)F)nc2ccccc12)C(=O)NC1CCCC1 (stereo unspecified)	x	x	-40	x	x	-5	x	9	2.0
O=[N+]([O-])c1ccc(Sc2cccc3cccnc23)cc1	13	-10	-6	-0.1	0.6	-2	-12	7	1.9
CC(NC(=O)[C@H](Cc1c[nH]c2ccccc12)NC(=O)[C@@H]1Cc2ccccc2CN1)c1ccccc1 (stereo partly specified)	-3	-6	45	4.9	14	1	-5	-3	2.6
CC(NC(=O)[C@@H](C)NC(=O)[C@@H]1Cc2ccccc2CN1C(=O)OC(C)(C)C)c1ccccc1 (stereo partly specified)	1	-10	-13	-0.8	0.5	-4	-24	17	0.2
Nc1nnc(CC(=O)N2CCCCC2)s1	-7	-6	-2	1.2	1.6	4	-4	1	-0.2
CN(C)C(=O)c1ccc(N/C=C(\C=O)c2nc3ccccc3o2)cc1	-7	-4	16	-0.5	-0.6	-4	-13	-5	0.1
COc1ccc(C(=O)OCC(=O)NC2CC2)cc1S(=O)(=O)N1CCOCC1	-2	-11	-5	0.8	0.2	-3	-13	20	-0.1
CCc1ccc(OCCOCC(O)CN2CCN(Cc3ccc(Cl)cc3)CC2)cc1 (stereo unspecified)	17	-17	-4	14	9.9	1	-7	19	6.8
COc1cccc(CN2CCNC(=O)C2CC(=O)NCCn2nc(C)cc2C)c1OC (stereo unspecified)	-6	0	-26	0.3	-0.4	-10	9	20	0.3

The closing 6 compounds of the section before come first, to join the parts:
SMILES	GPR7 antagonist	OXTR potentiator	TAAR1 antagonist	OXTR ag	V1R ag counter	CHO-K1 Ca antag	CHO parental Ca	M1 PAM parental	CHO-K1 Ca ag
CC(NC(=O)[C@@H](C)NC(=O)[C@@H]1Cc2ccccc2CN1C(=O)OC(C)(C)C)c1ccccc1 (stereo partly specified)	1	-10	-13	-0.8	0.5	-4	-24	17	0.2
Nc1nnc(CC(=O)N2CCCCC2)s1	-7	-6	-2	1.2	1.6	4	-4	1	-0.2
CN(C)C(=O)c1ccc(N/C=C(\C=O)c2nc3ccccc3o2)cc1	-7	-4	16	-0.5	-0.6	-4	-13	-5	0.1
COc1ccc(C(=O)OCC(=O)NC2CC2)cc1S(=O)(=O)N1CCOCC1	-2	-11	-5	0.8	0.2	-3	-13	20	-0.1
CCc1ccc(OCCOCC(O)CN2CCN(Cc3ccc(Cl)cc3)CC2)cc1 (stereo unspecified)	17	-17	-4	14	9.9	1	-7	19	6.8
COc1cccc(CN2CCNC(=O)C2CC(=O)NCCn2nc(C)cc2C)c1OC (stereo unspecified)	-6	0	-26	0.3	-0.4	-10	9	20	0.3
Cc1cc(C)n(Cc2n[nH]c(=S)n2Cc2ccccc2)n1	-5	-10	-22	-0.4	1.0	0	1	6	-0.2
O=C(COC(=O)c1cc[n+]([O-])cc1)Nc1c(Cl)cccc1C(F)(F)F	x	-1	-7	0.0	-0.2	-4	-8	12	1.8
CCc1cc(-c2n[nH]c(=S)n2-c2ccccc2C)cs1	-7	-4	x	-2.0	-0.7	-15	-13	19	-0.5
Cc1cc(C)n(-c2ccc(C(=O)OCC(=O)Nc3ccc(Cl)cc3[N+](=O)[O-])cc2)n1	-11	-4	2	-1.0	0.6	-2	-17	-4	-0.1
CCc1cccc(OCC(=O)Nc2ccccc2N2CCCC2)c1	x	-8	-9	-3.0	-1.2	1	-19	8	-0.6
CCOc1ccc(CN2CCN(Cc3cc4ccccc4o3)CC2CCO)cc1 (stereo unspecified)	-13	-10	7	2.8	5.3	6	-7	-1	1.3
Cc1ccc(NC(=O)CNC(=O)c2ccc(OC(F)F)cc2)cc1S(=O)(=O)N1CCCCCC1	x	x	7	x	x	-2	x	-10	-0.3
O=C1NC(=O)c2cc(NC(=O)C3CCCCC3)ccc21	-10	-1	5	0.8	0.9	-19	-5	16	1.7
CCC(C)[C@H](NC(=O)NC1CC1)C(=O)O (stereo partly specified)	2	4	-16	0.8	0.1	-12	7	-10	0.1
O=C(CC(c1ccccc1)c1ccccc1)Nc1ccncc1	-12	-3	1	0.9	1.4	7	-23	-6	4.4
COc1cccc(NC(=O)CC2SC(=Nc3ccccc3)NC2=O)c1 (stereo unspecified)	-1	-7	2	1.1	1.6	-3	-1	17	1.1
CCCn1c(CCNC(=O)c2ccco2)nc2ccccc21	-8	3	8	0.7	0.3	-6	-7	2	1.8
CCN1C(=O)C(=O)N(CC(=O)N(C)CC(=O)Nc2ccccc2Cl)C1=O	x	-3	2	0.1	1.1	3	8	11	1.0
CCN(CC)C(=O)CSc1nc(N)c(C(=O)Nc2ccc(OC)cc2)s1	-19	2	13	1.1	1.0	5	-22	-7	2.1
COc1ccc(/C=N/NC(=O)COc2ccc(Cl)cc2Cl)cc1Cn1nc(C)cc1C	-7	-6	5	-0.4	0.7	11	-4	6	-0.7

Bioassay records (PubChem BioAssay)
